Mito fusion yeast = blocks mitochondrial division or promotes mitochondrial fusion | Potency, µM (series often up to 46.1 µM), for inactives: at the highest dose growth rescue (activation), most hits filed as activators | S. cerevisiae fusion-defective mutant growth rescue, CellTiterGlo 48 h | actives 0.23% (n = 320,000);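 also: potency is read from the fitted curve at half-maximal effect; % of control where 0% means no effect; nearly all actives have a fitted effect of over 45% in size; temperature-sensitive fusion mutants such as fzo1-1 at 37 °C on non-fermentable ethanol glycerol medium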
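Compounds are tested for their ability to restore growth of mitochondrial fusion-defective yeast strains at non-permissive 37C in YPEG medium over 48 hours. Viability is quantified by luciferase luminescence.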
Eya2 phos inh = Eya2 (human) phosphatase inhibition | Potency, µM (titrated, usually from 76.9 µM), without a hit: top-dose activity, negative = inhibition, most hits filed as inhibitors | AID 488837 | recombinant Eya2, OMFP fluorescence dephosphorylation (OMFP is methylfluorescein phosphate) | actives 0.006% (n = 330,000) | O00167; also: potency is read from the fitted curve at half-maximal effect; % is scaled to controls: 0 for no effect and ±100 for the full control effect
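Eya2 (0.2 uM) preincubated 10 min at ambient with compound, then OMFP substrate added at 50 uM; 10 min reaction in 50 mM HEPES pH 7.5, 50 mM NaCl, 5 uM MgCl2, 0.05% BSA, 1 mM DTT. Fluorescence read at Ex 485/Em 525 nm.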
GALK inh = blocks human galactokinase activity. Purified GALK, Kinase-Glo residual ATP luminescence. Potency, µM (doses to about 57.5 µM), for inactives: top-dose activity change, negative = inhibition, usual class: inhibitors. actives 0.007% (n = 270,000); also: potency is read from the fitted curve at half-maximal effect; % is scaled to controls: 0 for no effect and ±100 for the full control effect
Target sequence (P51570 whole entry, looked up): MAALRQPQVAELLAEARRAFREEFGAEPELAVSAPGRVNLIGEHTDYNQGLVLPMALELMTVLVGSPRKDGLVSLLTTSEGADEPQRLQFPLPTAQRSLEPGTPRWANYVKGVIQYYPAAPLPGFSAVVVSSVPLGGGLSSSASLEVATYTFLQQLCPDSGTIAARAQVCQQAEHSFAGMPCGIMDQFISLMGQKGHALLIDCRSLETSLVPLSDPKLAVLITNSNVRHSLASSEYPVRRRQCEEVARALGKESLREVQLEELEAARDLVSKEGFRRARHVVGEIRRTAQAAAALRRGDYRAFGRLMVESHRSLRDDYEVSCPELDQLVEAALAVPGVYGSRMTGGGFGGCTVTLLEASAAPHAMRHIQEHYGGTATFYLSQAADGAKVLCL
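GALK at 5 nM final was combined with compound, 35 uM ATP and 100 uM galactose in HEPES pH8.0 with MgCl2 and DTT. The reaction ran one hour at room temperature before luminescent ATP detection.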
BCR signal inh = inhibitors of chronic active B-cell receptor signaling; ABC-DLBCL IkBa-CBG/CBR reporter, luminescence ratio, 4 h; Potency, µM (titrated, usually from 46.1 µM), without a hit: top-dose ratio change, negative = lower green/red ratio, hits mostly inhibitors; actives 0.05% (n = 340,000); active = well fitted inhibition curve with a large enough effect in the signal ratio, with a control signal flat, not every such curve was filed as active; inconclusive = small, poorly fitted or top-dose-only effect, or effect the other way, or a change in a side signal; the % refers to the signal ratio;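 also: potency is read from the fitted curve at half-maximal effect; plate controls were basal doxycycline-induced cells for no effect and cells given 10 µM MG132 for full effect; MG132 reads +100%, hits lower the ratio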
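Doxycycline induced both beetle luciferases in TMD8 lymphoma cells; IKK-driven degradation limits the IkappaBalpha-fused green signal, while red luminescence normalises for cell number and nonspecific effects. Compounds tested up to 46 uM, 4 hrs.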
hERG WT inh = blocks the wildtype human KCNH2 potassium channel | Q12809 | U2OS, BacMam KCNH2, thallium flux FluxOr; active compounds read low | activity change, % at 1.84 µM | actives 0.37% (n = 340,000);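 active = maximum activity change below -70%; inconclusive = maximum activity change between -70% and -50%; inactive = maximum activity change above -50%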; also: % is scaled to controls: 0 for no effect and ±100 for the full control effect
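U2OS cells transduced with wild-type KCNH2 virus are loaded with FluxOr dye for 45 min, and thallium flux is measured in kinetic reads before and after stimulation buffer. Rate constants are normalized to DMSO controls.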
Menin-MLL TR inh = displaces Texas Red mutant MLL peptide from human menin | O00255 | Menin + Texas Red MLL mutant peptide, fluorescence polarization | Potency, µM (top dose mostly 61.6 µM), without a hit: at the highest dose FP activity change, negative = inhibition, hits mostly inhibitors | actives 0.23% (n = 270,000); active = well fitted inhibition curve with a large enough effect in the polarisation, with a control signal flat, not every such curve was filed as active; inconclusive = small, poorly fitted or top-dose-only effect, or effect the other way, or a change in a side signal; inactive = no such curve, though single readings can be large or run the other way; the % refers to the polarisation; also: potency is read from the fitted curve at half-maximal effect; % of control where 0% means no effect; many of its hits are not listed in these tables
TSHR antag = antagonists of human thyroid stimulating hormone receptor; actives 0.2% (n = 330,000); activity change, negative = inhibition, % at 11.5 µM; TSHR-expressing cells, TSH-stimulated cAMP HTRF, 2 h; active compounds read low;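 active = activity change below a set negative limit, meaning inhibition stronger than a set level, cut at about -70% in these data; inconclusive = activity change between two set negative limits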; also: % is scaled to controls: 0 for no effect and ±100 for the full control effect
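Antagonism was scored as loss of TSH-driven cAMP in TSHR cells, stimulated with 4nM TSH (EC80) for 2 hours at 37 deg C and detected by homogeneous HTRF competition immunoassay.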
MBNL1-CUG inh = MBNL1-poly(CUG) RNA binding inhibition | TR-FRET MBNL1-His/biotin-(CUG)12 binding, 665/545 ratio | Potency, µM (top dose mostly 57.5 µM), without a hit: at the highest dose activity change, negative = inhibition, most hits filed as inhibitors | actives 0.036% (n = 280,000) | AID 2675; active = well fitted inhibition curve with a large enough effect in the signal ratio, with a control signal flat, not every such curve was filed as active; inconclusive = small, poorly fitted or top-dose-only effect, or effect the other way, or a change in a side signal; inactive = no such curve, though single readings can be large or run the other way; the % refers to the signal ratio; also: potency is read from the fitted curve at half-maximal effect; % is scaled to controls: 0 for no effect and ±100 for the full control effect
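Compound titration spanned 92 nM–58 uM against the MBNL1-His/biotin-(CUG)12 complex. After 60 min at room temperature with 5 nM streptavidin-XL665 and 0.055 ng/ul terbium anti-His, ratiometric 665/545 nm emission (Ex 340 nm) normalized to controls.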
PKM2 act = increases activity of human pyruvate kinase M2; purified PKM2, Kinase-Glo ATP luminescence, activation; response scale: 0% is enzyme alone, no compound; Potency, µM (titrated, usually from 57.5 µM), without a hit: at the top dose activation, actives largely listed as activators; actives 0.34% (n = 260,000); also: potency is read from the fitted curve at half-maximal effect; % is scaled to controls: 0 for no effect and ±100 for the full control effect; nearly all actives have a fitted effect of over 55% in size
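hPK-M2, >95% pure; 0.1 mM ADP / 0.5 mM PEP final; imidazole pH7.2 buffer w/ 7 mM MgCl2, 50 mM KCl; 1 h RT; Kinase-Glo lum. Intermediate enzyme activity for dual inhibitor/activator qHTS.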
USP2a inh = inhibitors of human ubiquitin-specific protease USP2a. O75604. Potency, µM (highest dose often 38.3 µM), for inactives: at the top dose activity change, negative = inhibition, hits mostly inhibitors. USP2 core, Ub-CHOP2 coupled fluorogenic reporter, 485/531. actives 0.01% (n = 330,000). AID 463254;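 also: potency is read from the fitted curve at half-maximal effect; plate controls were DMSO wells for no effect and full inhibition by NEM control for full effect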
Target sequence (O75604 whole entry, looked up): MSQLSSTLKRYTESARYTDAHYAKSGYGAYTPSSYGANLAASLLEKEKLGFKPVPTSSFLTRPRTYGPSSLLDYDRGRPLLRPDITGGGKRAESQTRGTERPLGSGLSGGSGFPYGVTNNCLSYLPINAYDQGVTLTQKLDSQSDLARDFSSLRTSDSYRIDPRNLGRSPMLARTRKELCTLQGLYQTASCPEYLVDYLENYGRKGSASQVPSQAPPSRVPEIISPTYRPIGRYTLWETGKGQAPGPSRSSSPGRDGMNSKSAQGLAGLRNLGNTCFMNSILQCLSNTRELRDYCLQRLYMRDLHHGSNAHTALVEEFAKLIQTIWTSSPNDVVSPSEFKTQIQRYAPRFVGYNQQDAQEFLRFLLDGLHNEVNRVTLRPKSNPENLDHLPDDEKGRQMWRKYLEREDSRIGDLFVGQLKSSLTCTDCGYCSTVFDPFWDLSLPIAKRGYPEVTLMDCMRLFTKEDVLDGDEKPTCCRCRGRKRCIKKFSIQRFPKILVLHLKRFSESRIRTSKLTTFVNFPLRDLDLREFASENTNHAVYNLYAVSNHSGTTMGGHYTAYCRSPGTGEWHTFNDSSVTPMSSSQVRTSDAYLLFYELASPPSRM
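Deubiquitinase activity read as fluorescence (485/531 nm) after Ub-CHOP2 cleavage activates the enterokinase reporter on its substrate; USP2 core 10nM, Ub-CHOP2 and substrate 25nM each, 30min compound preincubation then 60min RT; data normalized to NEM, curves fitted.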
S-ASM inh = inhibitors of human secretory acid sphingomyelinase. P17405. placental ASM, HMU-PC fluorogenic substrate, 60 min. Potency, µM (series often up to 57.5 µM), for the others: at the highest dose activity change, negative = inhibition, hits mostly inhibitors. actives 0.006% (n = 340,000); also: potency is read from the fitted curve at half-maximal effect
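Fluorescence read-out (Ex 386 nm, Em 447 nm) after stopping the reaction at pH 10. Enzyme: ASM from human placenta; substrate HMU-PC0, 9 uM final; 60 min, 37 °C. Compound preincubation 10 min, ambient temperature.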
* marks the source's active call; other numbers are inactive results; ? = inconclusive; . = not tested or not shown; [ ] = another dose, or the depositor's remark. Unless noted, calls follow the shape of the dose curve; as a rule, active = well fitted curve in the direction sought with a large enough effect; inconclusive = small, poorly fitted or top-dose-only effect, or another doubt; inactive = no such curve, though single readings can be large; an effect the other way counts as inactive or inconclusive. Only part of the results is shown. The share of hits here may be higher or lower than overall.

SMILES	Mito fusion yeast	Eya2 phos inh	GALK inh	BCR signal inh	hERG WT inh	Menin-MLL TR inh	TSHR antag	MBNL1-CUG inh	PKM2 act	USP2a inh	S-ASM inh
CNC(=O)CSc1nnc(-c2ccco2)n1-c1cccc(OC)c1	3%	-2%	3%	0%	7	1%	-7	-4%	1%	2%	3%
CC1Cc2ccccc2N1C(=O)c1cnc2sccn2c1=O (stereo not drawn)	-1%	-1%	1%	7%	-4	-15%	4	-16%	-12%	1%	-3%
O=C(COc1ccc(S(=O)(=O)N2CCOCC2)cc1)Nc1ccc(Cl)c(C(F)(F)F)c1	11%	-29%	-1%	-19%	-3	26%	-11	7%	2%	3%	-28%
CC1=C(C(=O)OCc2ccccc2)C(c2ccc(C)o2)C2=C(CCCC2=O)N1 (stereo not drawn)	2%	-13%	-4%	-3%	-9	0%	-8	0%	18%	-1%	17%
Cc1ccc(NC(=O)COc2ccc(-n3cnnn3)cc2)cc1C	-2%	-14%	1%	-16%	-7	9%	0	3%	12%	0%	-2%
O=C(c1ccccc1F)N1CCc2ccccc21	1%	15%	3%	-16%	3	3%	-14	13%	3%	2%	3%
COc1ccccc1/C=N/NC(=O)C(C)Cn1cnc2ccccc21 (stereo not drawn)	-3%	-17%	-1%	-9%	7	6%	0	5%	5%	1%	-2%
Cc1nnc(Nc2ccc(S(N)(=O)=O)cc2)c2ccccc12	0%	?	-1%	-4%	-4	-23%	15	8%	2%	-2%	6%
CCOC(=O)C1=C(COC(=O)Cc2ccccc2F)NC(=O)NC1C (stereo not drawn)	0%	-2%	.	-7%	-15	.	-4	.	.	-1%	-1%
O=C(O)COCC(=O)NCc1nc(-c2ccc(C(F)(F)F)cc2)no1	-5%	-2%	.	2%	13	.	-5	2%	1%	1%	4%
Cc1cccc2cc(C(c3nnnn3CC3CCCO3)N3CCc4ccccc4C3)c(=O)[nH]c12 (stereo not drawn)	4%	-22%	-2%	-1%	-4	-7%	13	?	6%	1%	3%
CC1CCCC(NC(=O)c2ccc3c(c2)OCCO3)C1C (stereo not drawn)	5%	12%	.	?	-2	.	-9	.	.	2%	5%
O=C(OCc1ccccc1)C1CCCN1C(=O)c1cccs1 (stereo not drawn)	13%	13%	0%	-1%	-21	-10%	-11	-2%	16%	?	4%
CCNc1nc(NCC)n2c(SCC(=O)Nc3ccc(C)c(C)c3)nnc2n1	8%	-31%	.	-5%	-6	.	33	.	.	-2%	-3%
COc1ccccc1NC(=O)c1cccc(S(=O)(=O)N2CCN(c3ccccc3)CC2)c1	10%	6%	.	-1%	10	.	8	.	.	4%	-2%
CCN(CC)CCOC(=O)c1c(C)oc2ccc(O)cc12	-6%	-34%	-8%	10%	4	9%	2	-11%	3%	1%	12%
O=C(CSc1nc2[nH]ncc2c(=O)n1-c1ccccc1)N1CCCCCC1	-2%	-7%	0%	0%	.	-10%	-4	-3%	-3%	0%	.
CC(C)C[C@@H]1CN=C(N)N1C[C@@H]1CCCN1C[C@H](C)N1C[C@@H](Cc2ccccc2)N(CCCC2CCCC2)C1=N	.	-6%	.	-2%	2	.	-1	.	.	1%	5%
Cc1ccc2nc(NCCCNC(=O)c3cnccn3)c(C#N)cc2c1	-1%	-4%	5%	6%	0	0%	-1	-6%	2%	?	135%[activator]
CC(=O)Nc1ccc(NC(=O)c2nc(S(=O)(=O)Cc3ccccc3)ncc2Cl)cc1	-8%	1%	-1%	?	12	.	?	?	.	1%	0%
O=C(Nc1cc([N+](=O)[O-])ccc1Cl)c1ccc2c(c1)OCO2	2%	4%	1%	4%	1	-4%	-2	0%	18%	0%	0%
COC(=O)c1ccccc1NC(=O)CN1CCN(c2ccccn2)CC1	-4%	-1%	-1%	13%	3	-9%	-5	-7%	-3%	0%	1%
CC(=O)Nc1ccc(OCC(O)Cn2nc(C)c(Br)c2C)cc1 (stereo not drawn)	0%	-14%	2%	-1%	-12	3%	-8	-1%	4%	2%	2%
CC(=O)c1ccc(NC(=O)c2cc(C)no2)cc1	-3%	-19%	0%	7%	-2	-16%	-2	-1%	.	-1%	0%
Cc1ccc(S(=O)(=O)N2CCC(C(=O)Nc3nnc(C4CCCC4)s3)CC2)cc1	8%	9%	2%	0%	7	2%	0	-10%	24%	1%	3%
(cont.)
SMILES	Mito fusion yeast	Eya2 phos inh	GALK inh	BCR signal inh	hERG WT inh	Menin-MLL TR inh	TSHR antag	MBNL1-CUG inh	PKM2 act	USP2a inh	S-ASM inh
CCOC(=O)N1CCN(C(=O)c2ccc(C)c(S(=O)(=O)N3CCCCC3)c2)CC1	2%	-5%	4%	?	1	-15%	3	-4%	4%	2%	2%
O=C(Nc1ccnc(-c2cccnc2)n1)c1cccs1	0%	0%	0%	3%	26	-15%	-1	-1%	1%	5%	0%
O=C(Nc1nc(-c2ccc(F)cc2)cs1)C1CCN(C(=O)c2ccc(F)cc2)CC1	28%	-13%	.	?	1	.	?	.	.	-7%	-16%
Cn1c(=O)oc2cc(S(=O)(=O)N3CCC(C(=O)NCC4COc5ccccc5O4)CC3)ccc21 (stereo not drawn)	4%	-4%	1%	-3%	-22	-1%[11.7 µM]	-2	10%	-19%	3%	-1%
CN(C)/C=N/c1[nH]ncc1C#N	19%	14%	5%	-5%	-2	0%	-8	-2%	-6%	1%	-2%
CCN(CC)C(=O)C1CC(=O)OC1(C)C (stereo not drawn)	-3%	9%	1%	-8%	-1	-7%	6	-3%	1%	1%	4%
Cc1c(NC(=O)C2CC(c3cccc(Br)c3)=NO2)c(=O)n(-c2ccccc2)n1C (stereo not drawn)	-8%	9%	-3%	0%	3	-10%	-9	2%	0%	11%	1%
O=C1CCCC2=C1C(c1c(Cl)nc3sccn13)C1=C(CCCC1=O)N2	0%	12%	0%	13%	.	19%	-3	-1%	6%	0%	.
N=C1/C(=C\c2ccc(OC(=O)c3ccc(F)cc3)cc2)C(=O)N=C2SC(N3CCCC3)=NN12	-3%	-2%	.	15%	7	?	-21	-4%	5%	-2%	-16%
O=C(NC1CCCC1)C(c1cccs1)N(Cc1ccco1)C(=O)c1csnn1 (stereo not drawn)	0%	-24%	0%	?	5	-4%	11	3%	1%	1%	3%
Cc1ccc(Nc2nc(C)c3c(n2)CC(C)CC3=O)c(C)c1 (stereo not drawn)	3%	-5%	1%	1%	3	.	-5	.	4%	-6%	1%
C=CCNc1sc(C(=O)c2ccccc2)c(N)c1C#N	5%	-18%	3%	-1%	-2	24%	2	18%	1%	-1%	-11%
